TMEM16A act: activates or potentiates the mouse TMEM16A chloride channel; HEK293 TMEM16A/YFP-H148Q/I152L, iodide quench fluorescence; hits give low values; AID 623877; 0.3% of 340,000 active; B-score at 10 µM;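 active = fluorescence-ratio B-score plate-corrected deviation score at least 3 library SD below zero, with starting fluorescence score within 5 deviations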;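 also: channel opened by trigger with iodide after compound preincubation; score built on the fluorescence ratio of max minus min over baseline; more negative score means more quench and so TMEM16A activation or potentiation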
MrgX1 allo act: allosterically activates human MrgX1 receptor signaling | B-score at 10 µM | Q96LB2 | MrgX1-HEK293, Fluo-4 calcium flux, FDSS; hits give high values | 0.63% of 310,000 active;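 active = plate-corrected calcium response at least 3 library SD above typical, normal starting fluorescence, not activating the receptor alone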;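 also: compound read alongside a low EC10 to EC30 dose of BAM8-22 agonist; peak minus trough fluorescence over baseline measured at the second addition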
RGS4 inh: human RGS4 inhibition; P49798; HEK293 M3R/RGS4 inducible, Fluo-4 calcium flux; hits give high values; triggered by carbachol at its EC20; B-score at 10 µM; 0.45% of 310,000 active; AID 463165;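 active = B-score, a plate-corrected calcium signal, over three deviations above library mean, with baseline fluorescence within five deviations of library mean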;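 also: RGS4 expression induced by doxycycline in cells with stable M3 receptor; B-score is computed from the integrated fluorescence ratio over baseline after carbachol; higher B-score means a larger calcium signal and so more RGS4 inhibition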
KCNK9 inh: inhibitors of human KCNK9 two-pore domain potassium channel; HEK293 KCNK9, FluxOR thallium flux fluorescence; hits give low values; 1.2% of 310,000 active; AID 488922; B-score at 10 µM; Q9NPC2;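 active = ratio B-score over 3 SD below the library mean, with starting fluorescence within 5 SD of its mean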;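 also: negative B-score means less thallium flux so channel inhibition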
Target sequence (Q9NPC2 whole entry, looked up, the tested form may be a part): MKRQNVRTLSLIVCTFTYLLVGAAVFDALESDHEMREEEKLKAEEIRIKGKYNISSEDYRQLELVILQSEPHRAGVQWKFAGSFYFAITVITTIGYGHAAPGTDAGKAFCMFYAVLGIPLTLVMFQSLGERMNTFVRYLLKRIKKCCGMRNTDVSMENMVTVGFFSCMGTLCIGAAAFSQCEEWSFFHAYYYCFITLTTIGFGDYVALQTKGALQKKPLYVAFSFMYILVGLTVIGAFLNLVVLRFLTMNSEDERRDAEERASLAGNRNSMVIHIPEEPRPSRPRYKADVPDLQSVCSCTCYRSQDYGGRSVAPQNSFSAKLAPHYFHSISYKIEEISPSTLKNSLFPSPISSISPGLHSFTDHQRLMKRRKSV
RGS4 act: RGS4 potentiation or activation. 0.92% of 310,000 active. HEK293 M3R/inducible RGS4, carbachol calcium flux Fluo4; hits give low values. B-score at 10 µM;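 active = B-score of the integrated calcium signal more than 4 SD below the library mean, with starting fluorescence not abnormally high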;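 also: negative B-score means reduced calcium response which marks RGS4 activation or potentiation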
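test system = HEK293 cells with stable M3R and inducible RGS4 | schedule = recording 10 s baseline at 1 Hz, 100 s post-agonist | technique = Fluo4-AM (2 µM) calcium-flux fluorescence, kinetic read | measure = Agonist-evoked peak-minus-minimum fluorescence over baseline, integrated ratio, B score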
TMEM16A inh: inhibitors of mouse TMEM16A calcium-activated chloride channel. AID 588511. HEK293 TMEM16A/YFP iodide influx fluorescence, ionomycin. 1.2% of 310,000 active. Q8BHY3. normalized B-score (activity score, 25-100; higher = stronger inhibition) at 10 µM;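 active = ratio plate-corrected score three or more library SD toward inhibition, starting fluorescence score within five deviations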;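 also: score derived from kinetic fluorescence span divided by baseline fluorescence per well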
KCNK3 inh: human KCNK3 channel inhibition, primary screen. O14649. CHO-KCNK3 thallium flux, FluxOR fluorescence; hits give low values. B-score at 10 µM. AID 602410. 0.84% of 340,000 active;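 active = B-score under library mean minus 4 SD, starting fluorescence ratio at most library mean plus 5 SD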;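 also: more negative B-score means stronger inhibition of thallium flux through KCNK3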
KCNQ1 block: blocks the human KCNQ1 potassium channel. P51787. CHO-K1 KCNQ1, FluxOR thallium flux fluorescence; hits give high values. B-score at 10 µM. 1.3% of 310,000 active;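 active = compounds whose thallium flux B-score, printed positive for inhibition, exceeds three library SD while starting fluorescence stays within three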;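 also: channel opened by potassium depolarization with thallium stimulus after 20 min compound exposure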
Target sequence (P51787 whole entry, looked up): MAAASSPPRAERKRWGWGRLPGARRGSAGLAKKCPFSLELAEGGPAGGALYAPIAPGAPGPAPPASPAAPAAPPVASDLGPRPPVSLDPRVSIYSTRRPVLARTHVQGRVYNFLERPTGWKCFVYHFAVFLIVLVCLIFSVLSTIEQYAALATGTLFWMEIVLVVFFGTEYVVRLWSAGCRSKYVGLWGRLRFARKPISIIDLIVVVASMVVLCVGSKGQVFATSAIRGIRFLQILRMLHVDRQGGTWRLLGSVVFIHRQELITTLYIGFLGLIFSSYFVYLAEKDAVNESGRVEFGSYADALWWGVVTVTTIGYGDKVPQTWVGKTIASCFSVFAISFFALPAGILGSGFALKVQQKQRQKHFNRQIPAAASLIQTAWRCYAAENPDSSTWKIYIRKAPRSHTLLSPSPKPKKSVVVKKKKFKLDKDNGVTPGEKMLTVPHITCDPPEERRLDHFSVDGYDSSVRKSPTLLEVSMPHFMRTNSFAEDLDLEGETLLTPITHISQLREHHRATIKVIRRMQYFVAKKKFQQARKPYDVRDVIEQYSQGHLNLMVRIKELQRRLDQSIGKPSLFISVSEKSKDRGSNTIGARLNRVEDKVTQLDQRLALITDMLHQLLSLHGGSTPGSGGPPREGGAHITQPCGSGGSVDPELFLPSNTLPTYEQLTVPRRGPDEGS
KCNQ1 pot: potentiates or activates the human KCNQ1 potassium channel. CHO-K1 KCNQ1, thallium flux FluxOR fluorescence; hits give high values. B-score at 10 µM. 0.35% of 310,000 active. AID 2648;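 active = fluorescence ratio B-score, a plate-corrected score, at least three library SD, with initial intensity B-score within 5 SD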
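assay system = KCNQ1-transfected CHO-K1 cells | medium = assay buffer with matched DMSO | probe or stimulus = depolarizing K+/Tl+ stimulus, K2SO4 and Tl2SO4 each 12.5 mM in 5x stock | dosing = single dose | incubation = dye 90 min, compound 20 min, room temperature | detection = kinetic FluxOR fluorescence, 10 s baseline plus 110 s post-stimulus | evaluation = ratio B score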
MrgX1 agonist: agonists of human MrgX1 receptor; Q96LB2; MrgX1-HEK293 cells, Fluo-4 calcium fluorescence, agonist mode; hits give high values; B-score at 10 µM; 0.44% of 310,000 active; AID 588627;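 active = calcium response B-score plate-corrected fluorescence ratio at least 3 library SD, with starting fluorescence B-score inside 5 SD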
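Assay system: MrgX1-expressing HEK293 cells / Amount: fifteen thousand cells per well / Doses: test compound in the initial addition of three / Timing: cells plated overnight, dye loaded 0.5 h 37 °C, 0.5 h room temperature / Technique: kinetic calcium dye fluorescence, Fluo-4 NW / Control set: positive and negative controls per plate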
hERG rescue: compounds protecting human hERG from proarrhythmic drug block. CHO-hERG, FluxOR thallium flux, dofetilide IC70 present. activation (rescue from dofetilide block), less the hit threshold, % at 10 µM. 0.51% of 310,000 active;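 active = activation above the mean of controls blocked by dofetilide plus 5 SD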;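 also: thallium influx through hERG after potassium depolarization seen as dye fluorescence rise; in these data hits start at about 4.7%; inactives centre near -7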
The depositor's hits bear a star.

CCCCOc1ccccc1C1C(C(N)=O)=C(C)Nc2nnnn21 (configuration not stated) was read as TMEM16A act inactive, MrgX1 allo act inactive, RGS4 inh inactive, KCNK9 inh inactive, RGS4 act inactive, TMEM16A inh inactive, KCNK3 inh inactive, KCNQ1 block inactive, KCNQ1 pot inactive, MrgX1 agonist inactive and hERG rescue 1.
Screening CCOc1cc(/C=C2/C(=O)ON=C2C)ccc1OCc1ccccc1F returned TMEM16A act inactive, MrgX1 allo act inactive, RGS4 inh 9.4*, KCNK9 inh inactive, RGS4 act -7*, TMEM16A inh inactive, KCNK3 inh inactive, KCNQ1 block inactive, KCNQ1 pot inactive, MrgX1 agonist inactive and hERG rescue -1.
Screening Fc1ccc(CSc2ncnc3c2oc2ccccc23)cc1 returned TMEM16A act inactive, MrgX1 allo act inactive, TMEM16A inh inactive, KCNK3 inh inactive and MrgX1 agonist inactive.
Cc1cc(C)c2sc(N(CCCN(C)C)C(=O)c3ccc(S(=O)(=O)N(C)C4CCCCC4)cc3)nc2c1 was read as TMEM16A act inactive, MrgX1 allo act inactive, RGS4 inh inactive, KCNK9 inh inactive, RGS4 act -8*, TMEM16A inh inactive, KCNK3 inh inactive, KCNQ1 block inactive, KCNQ1 pot inactive, MrgX1 agonist inactive and hERG rescue -26.
Screening COc1ccc(C)cc1NC(=O)CCS(=O)(=O)c1cccc2nonc12 returned TMEM16A act inactive, MrgX1 allo act inactive, RGS4 inh inactive, KCNK9 inh inactive, RGS4 act inactive, TMEM16A inh inactive, KCNK3 inh inactive, KCNQ1 block inactive, KCNQ1 pot inactive, MrgX1 agonist inactive and hERG rescue -4.
`Cc1cccc(NC(=O)c2ccc([N+](=O)[O-])o2)c1` gave TMEM16A act inactive, MrgX1 allo act inactive, RGS4 inh inactive, KCNK9 inh inactive, RGS4 act inactive, TMEM16A inh inactive, KCNK3 inh inactive, KCNQ1 block inactive, KCNQ1 pot inactive, MrgX1 agonist inactive and hERG rescue -12.
For Cc1nnc2n(-c3ccccc3)c(=O)c3c4c(sc3n12)CCCC4 the results were TMEM16A act inactive, MrgX1 allo act inactive, RGS4 inh inactive, KCNK9 inh inactive, RGS4 act inactive, TMEM16A inh inactive, KCNK3 inh inactive, KCNQ1 block inactive, KCNQ1 pot inactive, MrgX1 agonist inactive and hERG rescue -5.
Screening CCCCNC(=O)N(C)c1nncnc1C(=O)NC returned TMEM16A act inactive, MrgX1 allo act inactive, RGS4 inh inactive, KCNK9 inh inactive, RGS4 act inactive, TMEM16A inh inactive, KCNK3 inh inactive, KCNQ1 block inactive, KCNQ1 pot inactive, MrgX1 agonist inactive and hERG rescue -4.
Screening O=C(NCCc1ccccc1)c1ccco1 returned TMEM16A act inactive, MrgX1 allo act inactive, RGS4 inh inactive, KCNK9 inh inactive, RGS4 act inactive, TMEM16A inh inactive, KCNK3 inh inactive, KCNQ1 block inactive, KCNQ1 pot inactive, MrgX1 agonist inactive and hERG rescue -1.
`CC(=O)Nc1ccc(NC(=O)C(C)OC(=O)C2CCC2)cc1` (configuration not stated) gave TMEM16A act inactive, MrgX1 allo act inactive, RGS4 inh inactive, KCNK9 inh inactive, RGS4 act inactive, TMEM16A inh inactive, KCNK3 inh inactive, KCNQ1 block inactive, KCNQ1 pot inactive, MrgX1 agonist inactive and hERG rescue -7.
For CCCCCC(=O)NNC(=O)c1c(O)c2ccccc2n(CC)c1=O the results were TMEM16A act inactive, MrgX1 allo act inactive, RGS4 inh inactive, KCNK9 inh inactive, RGS4 act inactive, TMEM16A inh inactive, KCNK3 inh inactive, KCNQ1 block inactive, KCNQ1 pot inactive, MrgX1 agonist inactive and hERG rescue -10.
For O=C(NCCNC(=O)c1ccccn1)c1ccc(Cl)cc1 the results were TMEM16A act inactive, MrgX1 allo act inactive, RGS4 inh inactive, KCNK9 inh inactive, RGS4 act inactive, TMEM16A inh inactive, KCNK3 inh inactive, KCNQ1 block inactive, KCNQ1 pot inactive, MrgX1 agonist inactive and hERG rescue -8.
`O=C(NCc1ccc2c(c1)OCO2)c1cccc(S(=O)(=O)N2CCCCC2)c1` gave TMEM16A act inactive, MrgX1 allo act inactive, RGS4 inh inactive, KCNK9 inh inactive, RGS4 act inactive, TMEM16A inh inactive, KCNK3 inh inactive, KCNQ1 block inactive, KCNQ1 pot inactive, MrgX1 agonist inactive and hERG rescue -7.
For Cc1ccc(N=C(NO)c2nonc2N)cc1 the results were TMEM16A act inactive, MrgX1 allo act inactive, RGS4 inh inactive, KCNK9 inh inactive, RGS4 act inactive, TMEM16A inh inactive, KCNK3 inh inactive, KCNQ1 block inactive, KCNQ1 pot inactive, MrgX1 agonist inactive and hERG rescue -7.
Screening Cc1ccccc1S(=O)(=O)NCc1ccc(N2CCN(C)CC2)cc1 returned TMEM16A act inactive, MrgX1 allo act inactive, RGS4 inh inactive, KCNK9 inh inactive, RGS4 act inactive, TMEM16A inh inactive, KCNK3 inh inactive, KCNQ1 block inactive, KCNQ1 pot inactive, MrgX1 agonist inactive and hERG rescue -11.
Screening COc1cc(C(=O)N2CCN(c3cccc(C)c3C)CC2)cc(OC)c1OC returned TMEM16A act inactive, MrgX1 allo act inactive, RGS4 inh inactive, KCNK9 inh inactive, RGS4 act inactive, TMEM16A inh inactive, KCNK3 inh inactive, KCNQ1 block inactive, KCNQ1 pot inactive, MrgX1 agonist inactive and hERG rescue -7.
O=C(CCCN1C(=O)/C(=C/c2ccccc2)SC1=S)N1CCOCC1 was read as TMEM16A act inactive, MrgX1 allo act inactive, RGS4 inh inactive, KCNK9 inh inactive, RGS4 act inactive, TMEM16A inh inactive, KCNK3 inh inactive, KCNQ1 block inactive, KCNQ1 pot inactive, MrgX1 agonist inactive and hERG rescue -12.
`Cn1cccc1/C=C1\SC(=S)N(Nc2ccccc2)C1=O` gave TMEM16A act inactive, MrgX1 allo act inactive, RGS4 inh inactive, KCNK9 inh inactive, RGS4 act inactive, TMEM16A inh inactive, KCNK3 inh inactive, KCNQ1 block inactive, KCNQ1 pot inactive, MrgX1 agonist inactive and hERG rescue -8.
For CN(C(=O)c1ccc2c(c1)OCO2)C1(C(=O)NC2CCCCC2)CCCCC1 the results were TMEM16A act inactive, MrgX1 allo act inactive, RGS4 inh inactive, KCNK9 inh inactive, RGS4 act inactive, TMEM16A inh inactive, KCNK3 inh inactive, KCNQ1 block inactive, KCNQ1 pot inactive, MrgX1 agonist inactive and hERG rescue -9.
Screening CC(C)c1ccc(NC(=O)COC(=O)/C=C/c2cccc([N+](=O)[O-])c2)cc1 returned TMEM16A act inactive, MrgX1 allo act inactive, RGS4 inh inactive, KCNK9 inh inactive, RGS4 act inactive, TMEM16A inh inactive, KCNK3 inh inactive, KCNQ1 block inactive, KCNQ1 pot inactive, MrgX1 agonist inactive and hERG rescue -2.
Screening Cc1ccc(CC(=O)Nc2ccc([N+](=O)[O-])cc2C)cc1 returned TMEM16A act inactive, MrgX1 allo act inactive, RGS4 inh inactive, KCNK9 inh inactive, RGS4 act inactive, TMEM16A inh inactive, KCNK3 inh inactive, KCNQ1 block inactive, KCNQ1 pot inactive, MrgX1 agonist inactive and hERG rescue -11.
`O=C(Nc1ccnn1C1CCN(Cc2ccccc2)CC1)C1CCCC1` gave TMEM16A act inactive, MrgX1 allo act inactive, RGS4 inh inactive, KCNK9 inh inactive, RGS4 act inactive, TMEM16A inh inactive, KCNK3 inh inactive, KCNQ1 block inactive, KCNQ1 pot inactive, MrgX1 agonist inactive and hERG rescue -1.
`Cc1cccc(CN2C[C@]34C=C[C@@H](C[C@@H]3S2(=O)=O)O4)c1` gave TMEM16A act inactive, MrgX1 allo act inactive, RGS4 inh inactive, KCNK9 inh inactive, RGS4 act inactive, TMEM16A inh inactive, KCNK3 inh inactive, KCNQ1 block inactive, KCNQ1 pot inactive, MrgX1 agonist inactive and hERG rescue -7.
Screening CC1(C)C(=O)OC(c2c3ccccc3cc3ccccc23)C(C)(C)C1=O (configuration not stated) returned TMEM16A act inactive, MrgX1 allo act inactive, RGS4 inh inactive, KCNK9 inh inactive, RGS4 act inactive, TMEM16A inh inactive, KCNK3 inh inactive, KCNQ1 block inactive, KCNQ1 pot inactive, MrgX1 agonist inactive and hERG rescue -5.
For COc1ccc(/C=N/N=C2/NC(=O)CC(C(=O)O)S2)cc1 (configuration not stated) the results were TMEM16A act inactive, MrgX1 allo act inactive, RGS4 inh inactive, KCNK9 inh inactive, RGS4 act inactive, TMEM16A inh inactive, KCNK3 inh inactive, KCNQ1 block inactive, KCNQ1 pot inactive, MrgX1 agonist inactive and hERG rescue -2.
Screening OCCCc1cn(-c2ccccc2)c2ccccc12 returned TMEM16A act inactive, MrgX1 allo act inactive, RGS4 inh inactive, KCNK9 inh inactive, RGS4 act inactive, TMEM16A inh inactive, KCNK3 inh inactive, KCNQ1 block inactive, KCNQ1 pot inactive, MrgX1 agonist inactive and hERG rescue -8.
Screening CC(=O)Nc1ccc(OCC(O)CN2CCN(c3ccccc3Cl)CC2)cc1 (configuration not stated) returned TMEM16A act inactive, MrgX1 allo act inactive, RGS4 inh inactive, KCNK9 inh inactive, RGS4 act inactive, TMEM16A inh inactive, KCNK3 inh inactive, KCNQ1 block inactive, KCNQ1 pot inactive, MrgX1 agonist inactive and hERG rescue -4.
`CCN1C(=O)CC(C(=O)NCCc2ccc(S(N)(=O)=O)cc2)SC1=Nc1ccc(OC)cc1` (configuration not stated) gave TMEM16A act inactive, MrgX1 allo act inactive, RGS4 inh inactive, KCNK9 inh inactive, RGS4 act inactive, TMEM16A inh inactive, KCNK3 inh inactive, KCNQ1 block inactive, KCNQ1 pot inactive, MrgX1 agonist inactive and hERG rescue -10.
CCCCn1c(N)c(N(CCOC)C(=O)c2ccc(S(=O)(=O)N(CC)c3ccccc3)cc2)c(=O)[nH]c1=O was read as TMEM16A act inactive, MrgX1 allo act inactive, RGS4 inh inactive, KCNK9 inh inactive, RGS4 act inactive, TMEM16A inh inactive, KCNK3 inh inactive, KCNQ1 block inactive, KCNQ1 pot inactive, MrgX1 agonist inactive and hERG rescue -6.
For CCOC(=O)CCNC(=O)Nc1ccc2nc(C)n(Cc3ccc(Cl)cc3)c(=O)c2c1 the results were TMEM16A act inactive, MrgX1 allo act inactive, RGS4 inh inactive, KCNK9 inh inactive, RGS4 act inactive, TMEM16A inh inactive, KCNK3 inh inactive, KCNQ1 block inactive, KCNQ1 pot inactive, MrgX1 agonist inactive and hERG rescue -9.

Compound activity as filed in PubChem.
